Source: PubChem (National Center for Advancing Translational Sciences (NCATS))
NIH3T3 tox – NIH 3T3 cell cytotoxicity; NIH 3T3 viability, CellTiter-Glo ATP luminescence, 48-72 h; Potency, µM (series often up to 96.7 µM), for the others: top-dose activity change, negative = cytotoxicity, most hits filed as inhibitors; actives 4.3% (n = 94,000); further: potency means the concentration at half of the fitted maximal effect; nearly all actives have a fitted effect of over 55% in size
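Mouse fibroblast NIH 3T3 cells, 400 per well, received compound via pintool and were incubated for 48 or 72 hr prior to CellTiter-Glo ATP luminescence measurement.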
GPT2 inh – blocks human glutamate pyruvate transaminase 2; actives 0.25% (n = 100,000); Recombinant GPT2, coupled pyruvate oxidase/HRP Amplex Red fluorescence; Potency, µM (top dose mostly 57.7 µM), without a hit: at the top dose activity change, negative = inhibition, usual class: inhibitors; Q8TD30; further: potency means the concentration at half of the fitted maximal effect; nearly all actives have a fitted effect of over 60% in size; many of its hits are not listed in these tables
Target sequence (Q8TD30 whole entry, looked up): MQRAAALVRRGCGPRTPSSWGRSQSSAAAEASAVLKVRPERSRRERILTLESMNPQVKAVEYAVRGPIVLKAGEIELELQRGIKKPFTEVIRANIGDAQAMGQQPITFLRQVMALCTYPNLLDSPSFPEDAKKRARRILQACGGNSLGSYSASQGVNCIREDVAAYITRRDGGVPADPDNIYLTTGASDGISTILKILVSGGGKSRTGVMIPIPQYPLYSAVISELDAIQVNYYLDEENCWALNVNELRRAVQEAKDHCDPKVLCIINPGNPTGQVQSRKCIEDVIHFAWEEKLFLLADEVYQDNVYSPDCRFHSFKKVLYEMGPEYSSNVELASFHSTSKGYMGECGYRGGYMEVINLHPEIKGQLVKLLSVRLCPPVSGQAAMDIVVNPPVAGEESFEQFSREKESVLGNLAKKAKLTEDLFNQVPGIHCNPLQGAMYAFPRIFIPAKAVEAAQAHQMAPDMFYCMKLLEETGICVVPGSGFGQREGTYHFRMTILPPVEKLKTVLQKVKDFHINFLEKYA
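Inhibition is scored from Amplex Red fluorescence generated when pyruvate oxidase and HRP act on pyruvate released by GPT2. Reactions contain 10ng/uL enzyme, 250uM a-KG and 2mM L-alanine and run 30 min at room temperature.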
IP6K1 inh – IP6K1 kinase inhibition | actives 0.81% (n = 140,000) | AID 1645851 | activity change, % (series mostly up to about 58 µM) | IP6K1 kinase, ADP-Glo luminescence, 2 h; active compounds read low; in the data active means activity change below about -25%
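ADP-Glo luminescence measures ADP made by human IP6K1 during a 2 h RT reaction with ATP/IP6 (mix at 1.3 mM/130 uM); top library doses 57.5 and 19.1 uM final.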
HEK293 tox – cytotoxic compounds in HEK 293 cells | HEK 293 viability, ATP luminescence (CellTiter-Glo), 48-72 h | Potency, µM (series often up to 115 µM), for inactives: top-dose activity change, negative = cytotoxicity, hits mostly inhibitors | actives 6.6% (n = 94,000) | AID 1345083; further: potency means the concentration at half of the fitted maximal effect; nearly all actives have a fitted effect of over 60% in size
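qHTS cytotoxicity; HEK 293, 250 cells/well; compound pinned; 48 or 72 hr, 37 degree Celsius, 5% CO2, 95% humidity; CellTiter-Glo, 10 min RT; luminescence (ATP).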
SNCA expr inh – inhibitors of alpha-synuclein (SNCA) gene expression | HEK-293 SNCA-luciferase knock-in, luminescence, 24 h | Potency, µM (titrated, usually from 57.2 µM), for the others: top-dose activity change, negative = inhibition, most hits filed as inhibitors | actives 0.17% (n = 140,000);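 further: potency means the concentration at half of the fitted maximal effect; plate controls were DMSO cells for no effect and cell-free wells for full effect; nearly all actives have a fitted effect of over 45% in size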
Luciferase inh – Photinus pyralis luciferase inhibition. P08659. purified P. pyralis luciferase, luminescence, biochemical. Potency, µM (titrated, usually from 115 µM), inactives show top-dose activity change, negative = inhibition, usual class: inhibitors. actives 2.5% (n = 76,000). AID 1347043; further: potency means the concentration at half of the fitted maximal effect; nearly all actives have a fitted effect of over 65% in size
Target sequence (P08659 whole entry, looked up): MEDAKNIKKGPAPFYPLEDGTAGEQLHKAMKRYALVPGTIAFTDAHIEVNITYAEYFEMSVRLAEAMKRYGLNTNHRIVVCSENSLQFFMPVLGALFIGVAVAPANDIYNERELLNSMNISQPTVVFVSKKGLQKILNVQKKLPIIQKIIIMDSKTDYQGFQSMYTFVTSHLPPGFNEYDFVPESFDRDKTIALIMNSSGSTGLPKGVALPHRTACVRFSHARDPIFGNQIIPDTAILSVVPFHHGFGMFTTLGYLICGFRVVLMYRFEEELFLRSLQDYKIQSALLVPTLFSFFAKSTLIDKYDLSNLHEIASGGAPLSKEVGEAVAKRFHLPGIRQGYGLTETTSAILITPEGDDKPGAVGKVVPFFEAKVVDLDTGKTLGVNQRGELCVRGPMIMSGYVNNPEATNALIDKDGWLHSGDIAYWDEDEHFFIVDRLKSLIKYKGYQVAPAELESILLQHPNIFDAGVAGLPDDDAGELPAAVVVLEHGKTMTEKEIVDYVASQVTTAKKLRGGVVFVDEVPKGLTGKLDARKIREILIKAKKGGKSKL
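Purified 10nM P. pyralis luciferase with 10uM D-luciferin and 10uM ATP in 50mM Tris acetate pH 7.5, 10mM Mg acetate, 0.01% Tween-20, 0.05% BSA. qHTS titration; luminescence read by CCD imager.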
SNCA viab count – reduces viability of HEK-293 SNCA reporter cells | HEK-293-SNCA-luc viability, GF-AFC fluorescence, 24 h | Potency, µM (titrated, usually from 57.1 µM), for inactives: at the highest dose activity change, negative = cytotoxicity, most hits filed as cytotoxic | actives 0.12% (n = 150,000);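 further: potency means the concentration at half of the fitted maximal effect; 0% = DMSO-treated cells and -100% = medium-only wells without cells; nearly all actives have a fitted effect of over 30% in size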
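HEK-293-SNCA-luc cells (1500/well) plated 24 h, then exposed 24 h to a dilution series; GF-AFC added 30 min at 37C, fluorescence 405/540 nm; normalised to medium-only and DMSO wells, Hill fit.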
* hit, by the source's call; i = inactive; ? = inconclusive; nt = no result given; [ ] = dose if it differs, or a comment. Unless noted, the call rests on the fitted dose curve; in most records, active means well fitted curve in the direction sought with a large enough effect; inconclusive means small, poorly fitted or top-dose-only effect, or another doubt; inactive means no such curve, though single readings can be large; an effect the other way counts as inactive or inconclusive. Unless noted, on the % scale 0 is the no-effect control and ±100 the full control effect. A portion of the library; count on the stated rates, not on these rows.

Each structure is followed by: NIH3T3 tox	GPT2 inh	IP6K1 inh	HEK293 tox	SNCA expr inh	Luciferase inh	SNCA viab count
- COc1cc(/C=C/c2nc3ccccc3c(=O)n2-c2ccc(Br)c(C)c2)ccc1O
  nt	nt	-4.5	nt	-6.9%	nt	-0.9%
- COc1ccc(OC)c(S(=O)(=O)NC[C@H]2C[C@@H]3CCN2C[C@@H]3c2cc(-c3ccc(F)cc3)nn2C)c1
  ?	-1.9%	0.9	28.2µM*	?	-1.4%	?
- COc1ccc([C@H]2C[C@@H](O)[C@@H](O)[C@@H]2NCC2CCCC2)cc1
  -5.4%[174 µM]	-6.5%[88.5 µM]	7.8	-17.0%[172 µM]	10.9%[87.6 µM]	-3.3%[172 µM]	7.2%[87.6 µM]
- COC(=O)C1=COC(C)C2CN3CCC4(C(=O)Nc5ccccc54)C3CC12 (configuration not stated)
  nt	i	5.2	nt	nt	nt	-8.6%
- CC(C(N)=O)N1CCC2(CC1)C(=O)N(C)c1ccccc12 (configuration not stated)
  -0.1%	-2.3%	13.8	2.4%	-5.5%	0.0%	-2.5%
- O=C(Nc1nccs1)[C@H]1CN2CCC1C[C@@H]2Cn1cc(CC2CCCCC2)nn1 (some centres not stated)
  -18.6%[174 µM]	i	8.4	0.2%[172 µM]	3.5%[87.6 µM]	-4.6%[172 µM]	3.1%[87.6 µM]
- Cc1cc(NC(=O)c2cccn(Cc3ccccc3)c2=O)no1
  nt	nt	13.7	nt	-3.9%	nt	1.3%
- CCCNC(=O)OC[C@H]1C[C@@H]2CCN1C[C@@H]2c1cc(C(CC)CC)nc(-c2ccncc2)n1
  39.8µM*	2.2%	19.7	?	-10.8%	2.5%	?
- Cc1ccccc1OCC(=O)N1CCN(CCc2ccccn2)CC1
  nt	nt	-18.4	nt	-11.4%	nt	-2.8%
- COc1cccc(CC(=O)N2[C@H]3CC[C@@H]2c2cnc(-c4ccccc4)nc2C3)c1
  -18.8%	i	0.2	?	?	5.6%	5.3%
- CCOc1ccc2nc(NC(=O)c3cccn(Cc4ccc(Cl)cc4)c3=O)sc2c1
  nt	nt	-9.3	nt	-9.1%	nt	-8.9%
- NCCc1c[nH]c2ccccc12
  nt	i	nt	nt	6.8%	nt	-3.6%
- CN1Cc2ccccc2-n2ccnc2C12CCN(C(=O)c1ccc(C(F)(F)F)cc1)CC2
  -21.2%	i	30.8	-29.9%	3.5%	-8.9%	-4.0%
- Cn1nc(-c2ccccc2)cc1[C@H]1CN2CC[C@H]1C[C@@H]2CNS(=O)(=O)Cc1ccccc1
  79.4µM*	i	-6.8	79.4µM*	4.6%	1.3%	-1.9%
- O=C(Nc1ccccc1F)N1[C@H]2CC[C@@H]1c1cncnc1C2
  -6.0%	i	36.6	i	-15.2%	2.9%	2.5%

(more compounds)
Each structure is followed by: NIH3T3 tox	GPT2 inh	IP6K1 inh	HEK293 tox	SNCA expr inh	Luciferase inh	SNCA viab count
- O=C(Nc1ccccc1)[C@H]1CN2CCC1C[C@@H]2Cn1cc(CSc2ccccc2)nn1 (some centres not stated)
  100µM*	?	13.6	100µM*	0.3%[87.6 µM]	2.2%[172 µM]	-21.2%[87.6 µM]
- NNC(=O)c1ccc(O)cc1
  nt	-21.6%	nt	nt	32.7%[activator]	nt	-6.3%
- COC1CC(OC2CCC3(C=O)C(CCC4C3CCC3(C)C(C5=CC(=O)OC5)CCC43O)C2)OC(C)C1OC1OC(CO)C(O)C(O)C1O (configuration not stated)
  nt	2.9%[17.1 µM]	22.3	nt	nt	nt	-12.5%[23.9 µM]
- Cc1ccc(CN2CCC3(CCNCC3)C2)c(O)c1
  ?	i	-1.8	?	-5.6%	-1.6%	-7.8%
- COc1cc2c(cc1-c1cccc(NC(C)=O)c1)NC(=O)C21CCN(C(C)=O)CC1
  ?	2.6%[88.5 µM]	-9.8	i	14.7%[87.6 µM]	1.9%[172 µM]	-3.4%[87.6 µM]
- CC(=O)OC[C@]12[C@H](OC(C)=O)C(=O)[C@@H]3[C@@H](O)[C@@]14O[C@@]3(C)COC(=O)c1cccnc1[C@@H](C)[C@H](C)C(=O)O[C@@H]([C@H](OC(C)=O)[C@@H]2OC(C)=O)[C@]4(C)O
  nt	-0.3%[17.1 µM]	10.4	nt	nt	nt	-12.0%[23.9 µM]
- O=C(Nc1ccc2c(c1)OCO2)c1cccn(Cc2cccc(F)c2)c1=O
  nt	nt	14.7	nt	29.9%	nt	-0.9%
- Cc1ncc2c(n1)C[C@@H]1CC[C@H]2N1C(=O)Nc1ccc(F)cc1F
  i	i	3.3	-1.5%	-14.7%	-1.8%	18.0%
- CN1CCN(C(=O)Cc2cccn2-c2ccc(Cl)cc2)CC1
  i	-7.6%	3.2	-7.2%	5.9%	-0.7%	6.1%
- COc1ccc2c(c1)c(CCN1CCOCC1)c(C)n2C(=O)c1cccc(Cl)c1Cl
  nt	i	nt	nt	3.6%	nt	?
- Cc1ccccc1-c1cnc2[nH]cc(CC(=O)N3CCN(C)CC3)c2c1
  ?	0.9%[88.5 µM]	-12.3	?	-19.8%[87.6 µM]	-11.4%[172 µM]	1.4%[87.6 µM]
- Cc1c(C(c2ccc(O)cc2)c2c(O)c3ccccc3oc2=O)c(=O)n(-c2ccccc2)n1C (configuration not stated)
  nt	nt	-1.4	nt	9.3%	nt	10.9%
- O=C(CCc1c[nH]c2ccccc12)N1[C@H]2CC[C@@H]1c1cnc(-c3ccc(F)cc3)nc1C2
  ?	i	17.8	?	1.2%	?	-0.1%
- O=C(C1CC1)N1C[C@H]2CN(Cc3cccnc3)C[C@@]2(C(=O)O)C1
  -10.0%	i	5.7	-7.0%	67.3%[activator]	-1.0%	6.4%
- CC(C)C12CN3CC(C(C)C)(CN(C1)C3c1ccccn1)C2=O (configuration not stated)
  nt	nt	-3.7	nt	121.4%[activator]	nt	-9.8%

Further records
Each structure is followed by: NIH3T3 tox	GPT2 inh	IP6K1 inh	HEK293 tox	SNCA expr inh	Luciferase inh	SNCA viab count
- CC(C)NC(=O)N1[C@H]2CC[C@@H]1c1cnc(-c3ccc(F)cc3)nc1C2
  ?	i	0.7	?	2.7%	4.9%	4.2%
- COc1ccc(C(=O)N2[C@H]3CC[C@@H]2c2cnc(C)nc2C3)cc1F
  -14.9%	i	41.3	-11.3%	26.6%	9.8%	5.0%
- O=C(NC1CC1)[C@H]1CN2CCC1C[C@@H]2Cn1cc(CC2CCCCC2)nn1 (some centres not stated)
  2.4%[174 µM]	-5.4%[88.5 µM]	27.3	4.6%[172 µM]	1.8%[87.6 µM]	-1.7%[172 µM]	-6.8%[87.6 µM]
- CCC(COC(=O)c1cc(OC)c(OC)c(OC)c1)(c1ccccc1)N(C)C (configuration not stated)
  nt	1.7%	-2.8	nt	-6.9%[25.6 µM]	nt	-11.7%[23.9 µM]
- CC(C)(C)c1ccc(OCC(=O)Nc2ccc(Cl)cc2C(=O)c2ccccc2)cc1
  nt	nt	-1.3	nt	4.6%	nt	-4.6%
- CN1CCC(N(C)CCC2CCOCC2)CC1
  i	3.6%	21.8	4.9%	-15.9%	1.8%	0.2%
- Cc1cc(C)n(CCC(=O)N2[C@H]3CC[C@@H]2c2cnc(-c4ccc(F)cc4)nc2C3)n1
  -8.7%	-1.7%	-8.0	-2.9%	-7.1%	5.7%	8.2%
- CCC1(c2ccccc2)C(=O)N(COC)C(=O)N(COC)C1=O
  nt	2.7%	8.5	nt	-30.0%[25.6 µM]	nt	51.0%[23.9 µM]
- Clc1cccc(N2CCNCC2)c1
  nt	3.4%	-1.1	nt	16.1%[25.6 µM]	nt	21.8%[23.9 µM]
- CC[C@H]1CN2CC[C@H]1C[C@@H]2CNC(=O)NC(C)C
  -16.8%[230 µM]	1.7%[88.5 µM]	5.0	-3.4%[230 µM]	-24.8%[87.6 µM]	-9.0%[230 µM]	10.8%[87.6 µM]
- O=C(NC[C@H]1C[C@@H]2CCN1C[C@@H]2CN1CCCCC1)Nc1ccccc1
  0.2%[174 µM]	-1.1%[88.5 µM]	-9.1	2.5%[172 µM]	16.3%[87.6 µM]	-11.8%[172 µM]	-9.3%[87.6 µM]
- O=C1CN=C(c2cccc(Br)c2)c2oc3ccccc3c2N1
  nt	i	12.7	nt	nt	nt	-32.3%
- Cc1ncc2c(n1)C[C@@H]1CC[C@H]2N1S(=O)(=O)c1ccccc1C
  -14.4%	i	28.9	-23.4%	5.8%	-2.6%	-5.1%
- COc1ccc2c(c1)C1(CCN(C(=O)c3cccc(C)c3)C1)C(=O)N2C (configuration not stated)
  -24.4%	3.2%	14.9	?	-24.6%	-3.3%	-5.6%
- CC1=NOC2(CCN(Cc3cncs3)C2)C1 (configuration not stated)
  i	1.0%[88.5 µM]	7.6	i	-4.9%[87.6 µM]	-1.2%[172 µM]	-0.5%[87.6 µM]

(listing goes on)
Each structure is followed by: NIH3T3 tox	GPT2 inh	IP6K1 inh	HEK293 tox	SNCA expr inh	Luciferase inh	SNCA viab count
- CNC(=O)Oc1cccc2ccccc12
  nt	8.91µM*	5.8	nt	81.3%[activator][25.6 µM]	nt	19.2%[23.9 µM]
- CCOc1ccc(-n2c(/C=C/c3ccccc3)nc3ccccc3c2=O)cc1
  nt	nt	-15.5	nt	8.0%	nt	-2.5%
- O=C(NCc1ccc(F)cc1)[C@H]1CN2CCC1C[C@@H]2Cn1cc(-c2ccccn2)nn1 (some centres not stated)
  -26.6%[174 µM]	1.8%[88.5 µM]	0.3	-22.5%[172 µM]	4.5%[87.6 µM]	2.2%[172 µM]	6.0%[87.6 µM]
- O[C@H]1COCCN(C2CCOCC2)C1
  -6.2%[279 µM]	-2.1%[88.5 µM]	1.2	-8.1%[287 µM]	?	2.1%[299 µM]	5.8%[87.6 µM]
- COc1ccc(N(C(=O)Oc2c(C)cccc2C)c2ccnc(Nc3ccc(N4CCN(C)CC4)cc3)n2)c(OC)c1
  nt	-6.9%	-9.3	nt	9.1%	nt	?
- C=C1C[C@H]2[C@H]3CCC(=O)[C@@]3(C)CC[C@@H]2[C@@]2(C)C=CC(=O)C=C12
  nt	-5.8%	nt	nt	-8.5%	nt	2.1%
- Cc1cccc(OCC(=O)N2[C@H]3CC[C@@H]2c2cnc(-c4ccc(F)cc4)nc2C3)c1
  ?	i	7.8	?	18.6%	3.4%	7.1%
- CC(C)Oc1cccc(NC(=O)c2ccccc2C(F)(F)F)c1
  nt	?	30.9	nt	20.8%	nt	43.6%
- CN(C)[C@@H]1CN(C(=O)Cc2ccccc2F)C[C@H]1CO
  -1.5%	0.0%	5.4	1.3%	?	3.8%	-15.9%
- O=C(C1CCC1)N1[C@H]2CC[C@@H]1c1cnc(-c3ccccc3)nc1C2
  -20.6%	i	3.5	?	-22.8%	4.2%	-3.4%
- C=C(C)[C@@]12O[C@@H]1[C@@]1(C)C(=C[C@H]2O)CC[C@@H](O)[C@@H]1C
  nt	2.3%	16.9	nt	nt	nt	-19.0%
